ROS inducer = ROS inducers in U2OS cancer cells, primary screen, cell-based, H2DCF-DA fluorescence. U2OS ROS induction. ROS induction (% of piperlongumine), % at 10 µM. 2% of 46,000 active. AID 624156, 2012; in the data active = ROS induction above about 79%, passing the limit was not always enough; inconclusive = no clear call, values can overlap the other calls;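 note: 0% = DMSO vehicle median and 100% = reference compound median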
An asterisk follows results filed as active; ? = inconclusive.

SMILES	ROS inducer
CSC1=C(C#N)C(c2ccccc2Cl)C2=C(CCCC2=O)N1 (configuration not stated)	37
CC12CC3(C)CC(C)(C1)CC(C(=O)NC1=NCCS1)(C2)C3	36
C[C@@H]1CCCCO[C@H](CN(C)C(=O)C2CCCCC2)[C@@H](C)CN([C@H](C)CO)C(=O)c2cc(NC(=O)Nc3ccc(C(F)(F)F)cc3)ccc2O1	40
Cc1ccc(NC(=O)CSc2nnc(C)n2-c2ccccc2)cc1C	7
C[C@@H]1CN([C@H](C)CO)C(=O)c2cccc(NS(=O)(=O)c3ccc(Cl)cc3)c2O[C@@H]1CN(C)S(=O)(=O)c1ccc(F)cc1	-10
COc1ccc(NC(=O)Nc2cccc3c2O[C@H](CN(C)S(=O)(=O)c2ccc(OC)cc2)[C@@H](C)CN([C@H](C)CO)C3=O)cc1	4
CC(C)(C)NC(=O)C12CC3CCC(CC(C3)C1)C2	15
CNC(=O)CN(c1ccc(F)cc1)S(=O)(=O)c1ccc2c(c1)OCCO2	-3
COc1cc2c(cc1OC)C(C)N(S(=O)(=O)c1ccc(-c3ccccn3)s1)CC2 (configuration not stated)	7
O=C(CSc1nc(-c2ccccc2)c(-c2ccccc2)[nH]1)Nc1ccc(F)cc1	-15
COc1ccccc1N(CC(=O)NC1CC2CCC1C2)S(=O)(=O)c1ccc(C)cc1 (configuration not stated)	5
C[C@H]1CN([C@@H](C)CO)C(=O)c2cccc(NC(=O)c3nc4ccccc4s3)c2O[C@H]1CN(C)C(=O)NC1CCCCC1	31
C[C@H](CO)N1C[C@H](C)[C@@H](CN(C)C(=O)OCc2ccccc2)OCc2cn(nn2)CCCC1=O	13
C=CCOC1=NC2C(C(=O)N(C)C(=O)N2C)N1C (configuration not stated)	-7
Cc1ccc(-c2nnc(SCC(=O)Nc3c(Cl)cc(Cl)cc3Cl)n2C)cc1	-4
CC(C)C1CCC2(C)CCC(O)C(C)(O)C2C1OC(=O)/C=C/c1ccccc1 (configuration not stated)	11
C[C@H]1CN([C@@H](C)CO)C(=O)c2cccc(NC(=O)C3CC3)c2O[C@@H]1CN(C)C(=O)Nc1cccc2ccccc12	-8
S=C1NC2=C(C(c3ccccc3)N1)N1CCC2CC1 (configuration not stated)	-26
C[C@@H]1CN([C@H](C)CO)C(=O)c2cc(NS(=O)(=O)c3ccc(F)cc3)ccc2O[C@H]1CN(C)Cc1ccc(Cl)c(Cl)c1	22
O=C1C=C(NCCc2ccccc2)CC(c2ccco2)C1 (configuration not stated)	-2
C[C@@H]1CN([C@@H](C)CO)C(=O)c2cccc(NS(=O)(=O)c3ccc(Cl)cc3)c2O[C@@H]1CN(C)Cc1ccc2c(c1)OCO2	5
C[C@@H]1CN([C@@H](C)CO)C(=O)c2cc(NC(=O)CCN3CCOCC3)ccc2O[C@H]1CN(C)C(=O)Nc1ccc(F)cc1	-8
Cc1cc(C)c(NC(=O)CN(C)S(=O)(=O)c2ccc(Br)cc2)c(C)c1	2
COc1ccc(S(=O)(=O)Nc2ccc3c(c2)C(=O)N([C@H](C)CO)C[C@H](C)[C@H](CN(C)C)O3)cc1	-7
O=C(Oc1nsnc1N1CCCCC1)N(c1ccccc1)c1ccccc1	7
O=C(CSc1nnc(-c2ccco2)o1)c1ccc2c(c1)OCCO2	14
CCOC(=O)c1c(C)n(C)c2ccccc12	-3
C[C@H](CO)N1C[C@H](C)[C@@H](CN(C)Cc2ccc(C(=O)O)cc2)Oc2c(NS(=O)(=O)c3cccs3)cccc2C1=O	-5
CC1CCCCN1S(=O)(=O)c1ccc(C(=O)O)cc1 (configuration not stated)	4
C[C@H]1CN([C@@H](C)CO)C(=O)c2cc(NC(=O)Cn3cnnn3)ccc2O[C@H]1CN(C)S(C)(=O)=O	-2
Cc1ncc(CO)c(/C=N/NC(=O)CCCCCCC(=O)Nc2ccccc2O)c1O	17
COC(=O)c1ccccc1NC(=O)C(C)NS(=O)(=O)c1cc(Cl)ccc1Cl (configuration not stated)	7
CSc1c(C#N)c(-c2cccs2)nn1CNC(=O)Nc1ccccc1C(F)(F)F	2
C[C@@H]1O[C@@H](Oc2cc(O)c3c(=O)c(-c4ccc(O)cc4)coc3c2)[C@H](O)[C@H](O)[C@H]1O	7
CCSc1nnc2n(/N=C/c3cccs3)cnn12	-7
COc1ccc(NC(=O)CN(c2ccccc2Cl)S(C)(=O)=O)c(OC)c1	-16
C[C@@H]1CN([C@H](C)CO)C(=O)c2cc(NC(=O)C3CCCCC3)ccc2O[C@H]1CN(C)Cc1ccc2c(c1)OCO2	-10
O=S(=O)(N[C@H]1CCN(Cc2cccc(OCCO)c2)C1)c1cccc2cccnc12	3
CCn1c(SCC(=O)Nc2ccccc2F)nnc1-c1cccc(N)c1	-1
CC(C)NC(=O)Nc1ccc2c(c1)CC(=O)N([C@@H](C)CO)C[C@H](C)[C@@H](CN(C)C(=O)NC(C)C)O2	-4
CCS(=O)(=O)c1nc2ccccc2n1CC(N)=O	3
C[C@@H]1CN([C@H](C)CO)C(=O)Cc2cc(NC(=O)Nc3ccc(C(F)(F)F)cc3)ccc2O[C@H]1CN(C)C(=O)NC1CCCCC1	14
N/C(=N/c1nc2ccccc2o1)NC(=O)c1ccccc1NC(=O)c1ccccc1	13
CNC[C@H]1Oc2c(NC(=O)c3cc(C)nn3C)cccc2C(=O)N([C@@H](C)CO)C[C@H]1C	-9
Cc1noc(C)c1NC(=O)Nc1cccc2c1O[C@H](CN(C)CC1CCCCC1)[C@@H](C)CN([C@H](C)CO)C2=O	-1
O=C(C1CCCN(S(=O)(=O)c2ccccc2)C1)N1CCCCC1 (configuration not stated)	5
C[C@H](CO)N1C[C@H](C)[C@@H](CN(C)S(C)(=O)=O)Oc2c(NC(=O)c3ccncc3)cccc2C1=O	-13
C=CC[C@]12C[C@@H](OC)C(=O)C(OC)=C1O[C@@H](c1cc(OC)c3c(c1)OCO3)[C@@H]2C	-10
COc1ccc(S(=O)(=O)Nc2ccc3c(c2)C(=O)N([C@H](C)CO)C[C@H](C)[C@H](CN(C)S(=O)(=O)c2ccc(F)cc2)O3)cc1	11
COc1ccc(CN(C)C[C@@H]2OCCCC[C@@H](C)Oc3ccc(NC(=O)NC4CCCCC4)cc3C(=O)N([C@H](C)CO)C[C@@H]2C)cc1	27
Oc1ccc(Br)cc1C=NCC12CCC3CC(CC(C3)C1)C2	-11
O=C(OCCn1ncc2ccccc2c1=O)c1ccc(F)cc1Cl	19
Cc1ccc(NC(=O)CSc2nc3c(sc4ccccc43)c(=O)n2CC2CCCO2)cc1C (configuration not stated)	-6
COc1ccc(S(=O)(=O)N(C)C[C@@H]2Oc3ccc(NS(=O)(=O)c4cccs4)cc3CC(=O)N([C@H](C)CO)C[C@H]2C)cc1	7
COC(=O)C1(Cc2ccc(O)c(CC=C(C)C)c2)OC(=O)C(OC)=C1c1ccc(O)cc1 (configuration not stated)	11
C[C@@H]1CCCCO[C@@H](CN(C)Cc2ccc(C(=O)O)cc2)[C@@H](C)CN([C@H](C)CO)C(=O)c2cc(NS(C)(=O)=O)ccc2O1	-7
COc1cccc(NC(=O)Cn2cc(C(=O)C3CC3)c3ccccc32)c1	-1
COc1ccc(S(=O)(=O)Nc2ccc3c(c2)CC(=O)N([C@@H](C)CO)C[C@@H](C)[C@@H](CN(C)C)O3)cc1	-14
O=c1cc(-c2ccc(O)c(O)c2)oc2c(C3OC(CO)C(O)C(O)C3O)c(O)cc(O)c12 (configuration not stated)	-11
CNc1nc(OCC#N)nc(N2CCCCC2)n1	-4

15 entries from above in a different format.
molecule,ROS inducer
O=C(C1CCCN(S(=O)(=O)c2ccccc2)C1)N1CCCCC1 (configuration not stated),5
C[C@H](CO)N1C[C@H](C)[C@@H](CN(C)S(C)(=O)=O)Oc2c(NC(=O)c3ccncc3)cccc2C1=O,-13
C=CC[C@]12C[C@@H](OC)C(=O)C(OC)=C1O[C@@H](c1cc(OC)c3c(c1)OCO3)[C@@H]2C,-10
COc1ccc(S(=O)(=O)Nc2ccc3c(c2)C(=O)N([C@H](C)CO)C[C@H](C)[C@H](CN(C)S(=O)(=O)c2ccc(F)cc2)O3)cc1,11
COc1ccc(CN(C)C[C@@H]2OCCCC[C@@H](C)Oc3ccc(NC(=O)NC4CCCCC4)cc3C(=O)N([C@H](C)CO)C[C@@H]2C)cc1,27
Oc1ccc(Br)cc1C=NCC12CCC3CC(CC(C3)C1)C2,-11
O=C(OCCn1ncc2ccccc2c1=O)c1ccc(F)cc1Cl,19
Cc1ccc(NC(=O)CSc2nc3c(sc4ccccc43)c(=O)n2CC2CCCO2)cc1C (configuration not stated),-6
COc1ccc(S(=O)(=O)N(C)C[C@@H]2Oc3ccc(NS(=O)(=O)c4cccs4)cc3CC(=O)N([C@H](C)CO)C[C@H]2C)cc1,7
COC(=O)C1(Cc2ccc(O)c(CC=C(C)C)c2)OC(=O)C(OC)=C1c1ccc(O)cc1 (configuration not stated),11
C[C@@H]1CCCCO[C@@H](CN(C)Cc2ccc(C(=O)O)cc2)[C@@H](C)CN([C@H](C)CO)C(=O)c2cc(NS(C)(=O)=O)ccc2O1,-7
COc1cccc(NC(=O)Cn2cc(C(=O)C3CC3)c3ccccc32)c1,-1
COc1ccc(S(=O)(=O)Nc2ccc3c(c2)CC(=O)N([C@@H](C)CO)C[C@@H](C)[C@@H](CN(C)C)O3)cc1,-14
O=c1cc(-c2ccc(O)c(O)c2)oc2c(C3OC(CO)C(O)C(O)C3O)c(O)cc(O)c12 (configuration not stated),-11
CNc1nc(OCC#N)nc(N2CCCCC2)n1,-4

The list continues.
SMILES	ROS inducer
Cn1c(SCC(=O)Nc2cccc(C(=O)O)c2)nnc1-c1cc2cc(Br)ccc2o1	-5
C[C@H](CO)N1C[C@H](C)[C@H](CN(C)Cc2ccc(Oc3ccccc3)cc2)Oc2ccc(NC(=O)Nc3ccccc3)cc2C1=O	2
C[C@H]1CN([C@@H](C)CO)C(=O)c2cc(NC(=O)c3ccncc3)ccc2O[C@@H]1CN(C)S(C)(=O)=O	54
CN1CCN(S(=O)(=O)c2cccc3cccnc23)CC1	-9
CCOc1ccc(C(=O)N2CCCC2)cc1	-4
O=C(CCc1nnc2n(Cc3ccc(F)cc3)c(=O)c3ccccc3n12)NC1CCCCCC1	-12
Cc1ccc(S(=O)(=O)N(C)/N=C/c2cccc(Br)c2)cc1	1
c1ccc(N=c2scc(-c3cccs3)n2-c2ccccc2)cc1	4
CNC[C@H]1Oc2c(NC(=O)C3CC3)cccc2C(=O)N([C@@H](C)CO)C[C@@H]1C	-7
O=C(Nc1c(C(=O)N2CCCCC2)cnn1-c1ccccc1)c1ccccc1	15
COc1ccc(NC(=O)N(C)C[C@H]2Oc3ccc(NC(=O)Nc4ccc(F)cc4)cc3CC(=O)N([C@H](C)CO)C[C@H]2C)cc1	-9
CN(C)CC#Cc1cncc(C(=O)NN)c1	-3
O=C1O[C@H](c2ccccc2)[C@H](c2ccccc2)N2[C@H]1[C@@H](C(=O)O)[C@]1(C(=O)Nc3ccc(C#CC4(O)CCCCCC4)cc31)[C@H]2c1ccccc1OCCO	24
O=C(CSc1nc2ccccc2c(=O)[nH]1)Nc1ccc2c(c1)OCCO2	7
CCC(Sc1nncn1C)C(=O)Nc1ccc([N+](=O)[O-])cc1 (configuration not stated)	-10
Cc1ccc(N(Cc2ccc(C(=O)O)cc2)S(C)(=O)=O)cc1C	6
C[C@@H]1CN([C@H](C)CO)C(=O)c2cccc(NS(C)(=O)=O)c2O[C@H]1CN(C)Cc1ccc(C(=O)O)cc1	-9
C=CCSc1ncc2c(=S)[nH]c(=S)[nH]c2n1	34
CCOC(=O)CCc1ccc(OCc2ccccc2)c(I)c1	13
COc1ccc(S(=O)(=O)N(C)CC(=O)Nc2ccccc2Br)cc1C	3
COc1cc(/C=C/C=O)cc(OC)c1OC	10
COc1ccccc1OCc1ccc(C(=O)NCC(C)C)o1	-6
CS(=O)(=O)N(CC(=O)Nc1cccc([N+](=O)[O-])c1)Cc1ccc(Cl)cc1	0
Cc1cc(C(F)(F)F)nc(SCC(=O)N2c3ccccc3Sc3ccccc32)n1	17
C[C@H](CO)N1C[C@H](C)[C@H](CN(C)S(=O)(=O)c2cn(C)cn2)Oc2c(NS(=O)(=O)c3cn(C)cn3)cccc2C1=O	-8
CC(=O)c1ccc(NC(=O)CNS(=O)(=O)c2cccc(Cl)c2)cc1	?
CC(=O)Nc1cccc(NS(=O)(=O)c2ccc(C)cc2)c1	-8
C[C@H]1CN([C@@H](C)CO)C(=O)Cc2cc(NC(=O)Cc3cn(C)c4ccccc34)ccc2O[C@@H]1CN(C)C	1
C[C@H]1CN([C@@H](C)CO)C(=O)Cc2cc(NC(=O)CCCCCC(=O)Nc3ccccc3N)ccc2O[C@@H]1CN(C)C(=O)Nc1ccc(F)cc1	0
COc1ccc(NC(=O)Nc2ccc3c(c2)CC(=O)N([C@@H](C)CO)C[C@@H](C)[C@@H](CN(C)S(=O)(=O)c2ccc(OC)cc2)O3)cc1	-3
CC(C)c1ccc2c(c1)CCC1[C@](C)(C(=O)O)CCC[C@]21C (some centres not stated)	-15
C[C@@H]1CN([C@@H](C)CO)C(=O)Cc2cc(NC(=O)Cn3cnnn3)ccc2O[C@@H]1CN(C)C(=O)Nc1ccc(C(F)(F)F)cc1	2
COc1ccc(C#Cc2ccc3c(c2)[C@]2(C(=O)N3)[C@H](C(=O)N3CCN(c4ncccn4)CC3)[C@H]3C(=O)O[C@H](c4ccccc4)[C@H](c4ccccc4)N3[C@@H]2c2ccc(OCCO)cc2)cc1	17
C[C@@H]1CN([C@@H](C)CO)C(=O)c2cc(NC(=O)Cc3ccccc3)ccc2O[C@@H]1CN(C)Cc1ccc(-c2ccccc2)cc1	60
COC(=O)CCCCCCC(=O)N/N=C/c1ccc([N+](=O)[O-])s1	48
CCC(Sc1ccccn1)C(=O)Nc1cccc([N+](=O)[O-])c1 (configuration not stated)	-21
O=C(Nc1cccc(NC(=S)NC(=O)c2ccco2)c1)c1ccccc1	-5
CC(NS(=O)(=O)c1ccccc1)C(=O)Nc1ccc(Cl)c(C(F)(F)F)c1 (configuration not stated)	-7

An excerpt, so the mix of outcomes need not match the whole.
